# Bioassay records from PubChem.
# Myeloid diff 2 – induction of myeloid progenitor differentiation, primary screen, cell-based, flow cytometry, MLPCN library | 360,000 compounds, 1% hits | calls only at 10 µM | AID 624256, 2012 | ER-HoxA9 myeloid progenitors, lysozyme-GFP differentiation;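 active = normalized GFP-positive differentiation at or above the plate's own cutoff, the solvent-only control mean plus 3 SD; inconclusive = no clear call, values can overlap the other calls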;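 note: cells exposed to compound for four days before flow analysis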
# T cell HTS – modulators of CD8 T cell-vesicle binding, primary screen, mouse 2C CD8+ T cells, flow cytometry | AID 2052, 2009 | 330,000 compounds, 0.068% hits | 2C CD8+ T cell-vesicle binding; hits give low values | calls only at 7 µM;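 active = response, share of CD8 T cells binding vesicles, and their 90th percentile fluorescence all below set limits, cut at about 80% in these data, passing the limit was not always enough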
#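 Material: murine 2C transgenic CD8+ T lymphocytes / Also added: QL9-peptide-loaded Drosophila micro-vesicles bearing Ld, ICAM-1 and B7-1 / Schedule: binding step 1.5 h, 37 °C, antibody labelling 20 min, ice / Signal: flow cytometry, PE anti-B7-1 (FL2) versus Alexa647 anti-CD8 (FL8), PFA-fixed / Evaluation: percent CD8+ FL2 mean versus row control / Benchmarks: naked versus QL9-loaded vesicles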
# Lipid droplet – inhibitors of hepatocyte lipid droplet formation, primary screen, imaging, high-throughput imaging, BODIPY stain | inhibition, % at 6.5 µM | 240,000 compounds, 0.4% hits | AID 1656, 2009 | AML12 mouse hepatocytes, oleate lipid droplets;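 active = lipid droplet intensity inhibited by at least 50%, with more than 500 cells counted; inconclusive = wells with under 300 cells, treated as cytotoxic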
#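 Material – mouse AML12 hepatocyte cell line, fixed after treatment · Compound dosing – one dose, 6.5 µM compound · Times – compound with oleate, overnight · Measured by – Image-based BODIPY and DAPI two-channel analysis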
# Lipid droplet cells 6.5 µM – recorded beside Lipid droplet, whose call it bears; cell count; measured here: cell count, cytotoxicity flag;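 cells counted across two imaged fields per well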
# T cell HTS vesicle-bound % – second read-out of T cell HTS, no call of its own (marks repeat the call); double positive events, %; measured here: CD8+ vesicle-bound cell fraction;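 binding gate set so that unloaded-vesicle control wells show 10% double positive cells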
# Myeloid diff 2 GFP+ MAC1+ % – recorded beside Myeloid diff 2, whose call it bears; GFP+ MAC1+ double positive, %; measured here: differentiation confirmed by MAC1 staining
# Active calls of the source: *; i = inactive; u = inconclusive; x = not tested or not shown; + = active, no number.
SMILES,Myeloid diff 2,Myeloid diff 2 GFP+ MAC1+ %,T cell HTS,T cell HTS vesicle-bound %,Lipid droplet,Lipid droplet cells 6.5 µM
COc1ccc(N(CC(=O)NCCSc2ccccn2)S(=O)(=O)c2ccccc2)cc1OC,i,1.1,i,41,-21,793
O=C(c1ccc(Br)o1)N1CCN(CCOc2ccccc2)CC1,i,0.3,i,31,-1,823
Cc1noc(NS(=O)(=O)c2ccc(NC(=O)NC(C)(C(F)(F)F)C(F)(F)F)cc2)c1C,i,0.9,i,42,0,404
COc1ccccc1CC(=O)N1CCC(n2nccc2NC(=O)C2CCOC2)CC1 (centres undefined),i,0.7,i,50,21,730
O=C(NCc1cccnc1)C1CC(c2ccccc2Cl)=NO1 (centres undefined),i,0.7,i,57,-11,801
COc1ccc(-c2cc(C(=O)NCCCN3CCOCC3)on2)cc1OC,i,0.4,i,53,-4,732
CCOc1ccc(CCNS(=O)(=O)c2ccc3c(c2)N(C(C)=O)CCO3)cc1OCC,i,0.6,i,16,10,728
CCOC(=O)c1ccc(/C=N/O)[n+](Cc2ccccc2)c1,i,0.4,i,64,2,785
COc1cc(OC)cc(C(=O)N2CC(=O)Nc3ccccc32)c1,u,x,i,54,-150,425
CCN(CC)S(=O)(=O)c1ccc2c(c1)N(CC(=O)N1CCC(C(N)=O)CC1)C(=O)CO2,i,0.9,i,28,12,720
COCC(=O)N1CCC(Oc2ccc(C(=O)N(C)C(C)c3ccon3)cc2)CC1 (centres undefined),i,9.9,i,10,-1,780
O=C(COC(=O)c1ccc(Cl)nc1)NC(=O)c1ccccc1,i,1.5,i,9,13,839
CCn1c(=O)c(=O)[nH]c2cc(C(=O)NC(C)c3ccc(S(N)(=O)=O)cc3)ccc21 (centres undefined),i,0.7,i,19,1,877
Cc1ccc(NC(=O)CN2C(=O)NC(C)(c3ccc(Cl)cc3)C2=O)c(Br)c1 (centres undefined),i,1.2,i,27,3,830
Cc1ccc(N2C(=O)N(CC(=O)Nc3ccc([N+](=O)[O-])cc3)C(=O)C2C)cc1 (centres undefined),i,1.5,i,19,9,621
O=C(NCCc1ccccc1Cl)c1ccc2nc3ccccc3c(=O)n2c1,i,1.3,i,29,19,829
COc1ccc(OC)c(CNC(=O)CCn2c(=O)c3cccn3c3ccc(F)cc32)c1,i,0.8,i,16,-34,759
Cc1ccc(NC(=O)NCCCN2CCCC2=O)cc1Cl,i,0.8,i,4,7,839
COc1ccc(/C=C/C(=O)N2CCN(C)CC2)cc1OC,i,0.4,i,55,-2,757
CC1CCCN(C(=O)C2CCN(S(=O)(=O)c3cccc4nonc34)CC2)C1 (centres undefined),i,0.3,i,27,-23,795
COc1ccc2[nH]cc(CCNC(=O)CCC3CCCCC3)c2c1,i,0.3,i,59,-26,789
O=C(N1CCOCCOc2ccccc2OCCOCC1)C(F)(F)F,i,0.4,i,12,0,788
COc1ccc(NC(=O)CS(=O)CC(=O)N2CCN(C3CCCC3)CC2)cc1 (centres undefined),i,1.3,i,27,-6,780
CN(CC(=O)Nc1ccc(OC(F)(F)F)cc1)S(=O)(=O)c1cnc[nH]1,i,0.0,i,9,-6,737
COc1ccc(Nc2nnc(-c3ccc(C(=O)NCCO)cc3)c3ccccc23)cc1,i,0.6,i,59,-2,816

# Three entries from above, arranged by count of non-hydrogen atoms, lowest first.
SMILES,Myeloid diff 2,Myeloid diff 2 GFP+ MAC1+ %,T cell HTS,T cell HTS vesicle-bound %,Lipid droplet,Lipid droplet cells 6.5 µM
Cc1ccc(NC(=O)NCCCN2CCCC2=O)cc1Cl,i,0.8,i,4,7,839
CC1CCCN(C(=O)C2CCN(S(=O)(=O)c3cccc4nonc34)CC2)C1 (centres undefined),i,0.3,i,27,-23,795
COc1ccc(Nc2nnc(-c3ccc(C(=O)NCCO)cc3)c3ccccc23)cc1,i,0.6,i,59,-2,816

# Another view of some results above:
Molecule	Myeloid diff 2	Myeloid diff 2 GFP+ MAC1+ %	T cell HTS	T cell HTS vesicle-bound %	Lipid droplet	Lipid droplet cells 6.5 µM
COc1ccc(-c2cc(C(=O)NCCCN3CCOCC3)on2)cc1OC	i	0.4	i	53	-4	732
CCOc1ccc(CCNS(=O)(=O)c2ccc3c(c2)N(C(C)=O)CCO3)cc1OCC	i	0.6	i	16	10	728
CCOC(=O)c1ccc(/C=N/O)[n+](Cc2ccccc2)c1	i	0.4	i	64	2	785

# Copied from the list:
# Reading for O=C(NCCc1ccccc1Cl)c1ccc2nc3ccccc3c(=O)n2c1 in Lipid droplet cells 6.5 µM: 829
# Reading for COCC(=O)N1CCC(Oc2ccc(C(=O)N(C)C(C)c3ccon3)cc2)CC1 (centres undefined) in Lipid droplet cells 6.5 µM: 780
# Reading for COc1ccc(/C=C/C(=O)N2CCN(C)CC2)cc1OC in Lipid droplet: -2

# Going on with the list.
SMILES,Myeloid diff 2,Myeloid diff 2 GFP+ MAC1+ %,T cell HTS,T cell HTS vesicle-bound %,Lipid droplet,Lipid droplet cells 6.5 µM
O=C(N/N=C/c1ccco1)c1cc(-c2ccccc2)nc2ccccc12,i,0.7,i,37,-2,726
COc1ccccc1P(=O)(Cc1ccccc1[N+](=O)[O-])c1ccccc1 (centres undefined),i,0.6,i,59,-50,824
COCCCNC(=O)c1cc(-c2cccnc2)nc2ccccc12,i,0.4,i,34,-22,819
S=C(NCc1ccccc1)NCc1ccco1,i,0.8,i,55,-4,777
O=C(Nn1cnnc1)c1cc(Br)ccc1Cl,i,0.5,i,54,3,788
COc1ccc(C(=O)C2CCCN(Cc3ccc(NC(C)=O)cc3)C2)cc1OC (centres undefined),i,0.5,i,59,0,752
CCOc1ccc(S(=O)(=O)/N=C(/Nc2ccc(OC)cc2)c2ccccc2)cc1,i,0.8,i,24,-6,673
CC1CCN(Cc2nnnn2CCCC(=O)NCC(C)(C)N2CCOCC2)CC1,i,0.3,i,31,-1,732
COc1cccc(NC(=O)c2nnn(CC(=O)Nc3cc(C)cc(C)c3)c2N)c1,i,3.0,i,11,3,683
COc1ccc(NC(=O)c2cc3ccccc3cc2O)cc1,i,1.0,i,28,1,842
COc1ccc(-c2cc(=O)oc3c(C)c(OC(C)C(C)=O)ccc23)cc1 (centres undefined),+,16*,i,48,1,786
Cc1ccc(SCC(=O)NCCc2ccc(F)cc2)cc1,i,0.9,i,50,-4,870
CCC(C)NC(=O)c1cn(-c2cccc(OC)c2)c(=O)c2ccccc12 (centres undefined),i,0.9,i,6,-1,840
CCOc1cccc(C2/C(=C(\O)c3ccc4c(c3)OCCO4)C(=O)C(=O)N2Cc2ccncc2)c1 (centres undefined),i,6.3,i,24,0,766
CCc1cc(-c2[nH]ncc2-c2ccc(OC)cc2)c(O)cc1O,i,0.5,i,48,-10,830
CCOc1ccc(-n2c(SCC(=O)Nc3cc(C(=O)O)ccc3Cl)nc3ccccc3c2=O)cc1,i,1.1,i,47,-11,754
COc1ccc(CCN2CC(C(=O)NCCCn3nc(C)cc3C)CCC2=O)cc1 (centres undefined),i,3.1,i,9,4,706
COc1ccc(/C=N/NC(=O)c2nnn(-c3nonc3N)c2CN(C)c2ccccc2)cc1,i,0.7,i,18,-1,687
CCN(Cc1ccccc1OC)CC1CCCN(CCc2cccc(OC)c2)C1 (centres undefined),i,0.1,i,48,0,740
CCn1c(CN2CCOCC2)nnc1SCC(=O)Nc1ccc(C(C)=O)cc1,i,0.5,i,8,1,853
Cc1cnc(C(=O)NC2CC(C)(C)Cc3c2cnn3-c2cccc(F)c2)cn1 (centres undefined),i,1.7,i,2,-15,680
Cc1nn(CC(=O)NCc2ccc(OC(C)C)cc2)c(=O)c2cc(-c3ccccc3)nn12,i,0.3,i,11,3,671
Cc1cc2c(cc1S(=O)(=O)CCC(=O)N(C)C1CCCCC1)OCC(=O)N2,i,4.3,i,23,-1,832
OCC1(CO)COC(CCc2ccccc2)=N1,i,0.7,i,58,2,837
O=C(Cc1ccc(F)cc1)NC(Cc1c[nH]c2ccccc12)C(=O)O (centres undefined),u,x,i,19,-12,798

# A different layout for four compounds above:
# Second line of a record – Myeloid diff 2	Myeloid diff 2 GFP+ MAC1+ %	T cell HTS	T cell HTS vesicle-bound %	Lipid droplet	Lipid droplet cells 6.5 µM
Cc1ccc(NC(=O)NCCCN2CCCC2=O)cc1Cl
  i	0.8	i	4	7	839
COc1ccc(NC(=O)CS(=O)CC(=O)N2CCN(C3CCCC3)CC2)cc1 (centres undefined)
  i	1.3	i	27	-6	780
O=C(NCCc1ccccc1Cl)c1ccc2nc3ccccc3c(=O)n2c1
  i	1.3	i	29	19	829
CCOc1ccc(CCNS(=O)(=O)c2ccc3c(c2)N(C(C)=O)CCO3)cc1OCC
  i	0.6	i	16	10	728

# Carrying on.
SMILES,Myeloid diff 2,Myeloid diff 2 GFP+ MAC1+ %,T cell HTS,T cell HTS vesicle-bound %,Lipid droplet,Lipid droplet cells 6.5 µM
CCN1CCCC1CNC(=O)c1cc2c(OC)c(OC)c(OC)cc2[nH]1 (centres undefined),i,0.6,i,11,18,866
CC1(C)C(C=C(Cl)Cl)C1C(=O)Nc1ccc(S(=O)(=O)Nc2ncccn2)cc1 (centres undefined),i,2.4,i,49,-4,796
COc1cccc(/C=N/N(C)C2=NS(=O)(=O)c3ccccc32)c1O,i,0.3,i,60,-16,737
Cc1ccc(S(=O)(=O)Cn2nnnc2C(CC(C)C)N2CCC(C(N)=O)CC2)cc1 (centres undefined),i,1.3,i,25,-4,750
COCCN(C(=O)Nc1ccc(F)cc1F)c1nc2ccccc2s1,i,0.7,i,52,4,856
COc1cccc(-c2cc(C(=O)NCC3CCCO3)c3cc(C)cc(C)c3n2)c1 (centres undefined),i,0.1,i,51,-25,862
O=C1CCC(C(=O)N2CCN(c3ccccc3Cl)CC2)CN1CC1CCCCC1 (centres undefined),u,x,i,16,0,746
COc1ccc(CN2CCNC(=O)C2CC(=O)NCc2cn[nH]c2-c2ccccc2)c(F)c1 (centres undefined),i,5.5,i,33,-11,689
Cc1cc(C)cc(NC(=O)CCN2C(=O)c3ccccc3S2(=O)=O)c1,i,2.0,i,34,-2,703
C[C@@H](CN1C(=O)C(=O)NC[C@@H]1Cc1ccc(O)cc1)NC(=O)Cc1ccccc1,i,1.0,i,23,-1,820
O=C(Nc1cccc(NC(=O)c2cccs2)c1)c1ccc(F)cc1,i,0.6,i,52,-41,806
COc1cc(NC(=O)c2cc(S(=O)(=O)N3CCc4ccccc43)cn2C)cc(OC)c1OC,i,2.1,i,24,-18,603
CC1(C)SC2c3ccccc3C(=O)N2[C@@H]1C(=O)O (some centres undefined),i,0.2,i,7,22,842
O=C(NC1CC1)c1ccc2c(c1)N(Cc1ccc(Cl)cc1)CCS2,i,2.9,i,30,30,735
Cc1ccc(OCCN(C)C(=O)C2CCC(=O)N(Cc3ccccc3F)C2)cc1 (centres undefined),i,0.7,i,32,0,660
COc1cc(/C=N/n2nnnc2N)ccc1OCC#N,i,0.8,i,49,-5,800
Cn1c(=O)c2c(ncn2CC(=O)Nc2ccc3c(c2)OCO3)n(C)c1=O,i,2.5,i,11,-4,695
O=C(CN1C(=O)c2cccnc2Oc2ccc(Cl)cc21)NCCCc1ccccc1,i,5.9,i,50,-12,733
CN(C)CCN(C(=O)C1CCCCC1)c1nc2cc3c(cc2s1)OCO3,i,0.6,i,62,-7,677
COc1ccc(/C=C2\SC(=S)N(CCCC(=O)N3CCOCC3)C2=O)cc1OC,i,0.5,i,24,-27,783
Cc1c(C(=O)N(C)CCn2ccnc2C)oc2c(F)cccc12,i,0.1,i,60,7,731
Cc1occc1C(=O)Nc1ccc([N+](=O)[O-])cc1Br,i,0.8,i,32,-12,672
COc1cc(/C=N/NC(=O)c2cc[n+]([O-])cc2)ccc1O,i,13,i,33,2,801
CC(CNC(=O)CCS(=O)(=O)c1ccc2c(c1)oc(=O)n2C)c1ccccc1 (centres undefined),i,0.8,i,26,16,681
CCCn1c(C(C)Nc2nc(-c3ccc(C)cc3)cs2)nc2cc(Cl)c(N3CCCCC3)cc21 (centres undefined),i,1.9,i,18,-1,766
CCC(C)(C)NC(=O)C1CC(=O)N(CCc2ccc(F)cc2)C1 (centres undefined),i,1.1,i,56,0,810
CCCCOc1ccc(CN2CCSCC2)cc1,i,0.0,i,43,-2,807
O=C(CN1CCN(S(=O)(=O)N2CCCCCC2)CC1)Nc1ccc(Br)cc1,i,1.7,i,11,-11,721
CC(=O)N1CC(C)Sc2ccc(S(=O)(=O)NCCc3cccc(C)c3)cc21 (centres undefined),i,8.6,i,42,-35,716

# Some of the compounds tested, so the mix of outcomes need not match the whole.
